# tuberculosis growth = growth inhibition of non-replicating M. tuberculosis (AID 488890). Mycobacterium tuberculosis non-replicating, growth inhibition; higher % means a stronger effect. inhibition, % at 25 µM, or IC50 in µM where a hit was titrated. 320,000 compounds, 0.39% hits; in the data active = a potency from the dose series; inconclusive = inhibition mostly from about 82% at the one dose, without a potency; inactive = the rest, 99 in 100 with inhibition below about 76%;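 also: plate controls were DMSO cells for no effect and high antibiotic wells for full effect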
# influenza NS1A = H1N1 influenza NS1A inhibitors, functional cell based assay (AID 504329) | NS1A functional cell-based assay, percent inhibition; higher % means a stronger effect | one-dose inhibition, % at 12.5 µM; IC50 in µM for titrated hits | 340,000 compounds, 0.3% hits; in the data active = a potency from the dose series; inconclusive = inhibition above about 27% without an active follow-up result; also: strong numbers were not always called active
# M. tuberculosis HTS = M. tuberculosis growth inhibition, HTS (AID 449762); M. tuberculosis H37Rv growth inhibition, 7H9 media; higher % means a stronger effect; 330,000 compounds, 0.59% hits; one-dose inhibition, % at 25 µM; IC50 in µM for titrated hits; in the data active = a potency from the dose series; inconclusive = inhibition above about 70% without an active follow-up result;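 also: bacterial growth assessed after seven days of incubation; strong numbers were not always called active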
# inhibitors of VEEV = inhibitors of VEEV TC-83 cytopathic effect, confirmation, Vero cells (AID 588727); Vero cells, VEEV TC-83 cytopathic effect inhibition; higher % means a stronger effect; inhibition, % at 20 µM, or IC50 in µM where a hit was titrated; 350,000 compounds, 0.13% hits; in the data active = a potency from the dose series; inconclusive = inhibition mostly from about 14% at the one dose, without a potency; inactive = the rest, 99 in 100 with inhibition below about 12%; also: strong numbers were not always called active
# Salmonella PhoP GFP = Inhibition of PhoP regulon, Salmonella typhi GFP reporter cells, confirmation, 4 h (AID 1850) | inhibition, % at 50 µM; hits with a dose series show IC50 in µM | Salmonella Typhi PhoP-promoter GFP reporter, fluorescence, 4 h; higher % means a stronger effect | 310,000 compounds, 0.33% hits; in the data active = a potency from the dose series; inconclusive = inhibition mostly from about 25% at the one dose, without a potency; inactive = the rest, 99 in 100 with inhibition below about 19%;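 also: 0% = induced wells with vehicle and 100% = uninduced wells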
# inhibitors of VEEV 10K pilot screen = also measured in inhibitors of VEEV; calls as there; inhibition, %; measured here: 10K pilot screen inhibition
# Numbers without * were called inactive; i = inactive; ? = inconclusive; / = not tested or not shown.
SMILES,tuberculosis growth,influenza NS1A,M. tuberculosis HTS,inhibitors of VEEV,Salmonella PhoP GFP,others
CN1CCN(c2nc3c(c(=O)n(C)c(=O)n3C)n2CC(N)=O)CC1,14%,1%,2%,2.5%,7%,
O=C(COC(=O)c1cc(=O)[nH]c2ccccc12)NCc1ccc(F)cc1,-6%,-2%,-5%,0.3%,/,
Cc1c(S(=O)(=O)Nc2ccc(Oc3ccccc3)cc2)c(=O)n(C)c(=O)n1C,0%,10%,-11%,6.1%,-10%,
Cc1cccc(CN2CCN(CC(=O)NCc3ccc(F)cc3)C2=O)c1,9%,1%,-4%,0.3%,-3%,
CN(CCc1ccccn1)C(=O)Nc1ccc(F)cc1,-10%,-3%,4%,i,-7%,inhibitors of VEEV 10K pilot screen=0.5
O=[N+]([O-])c1ccc(NCc2ccc3c(c2)OCO3)cc1,29%,10%,-3%,1.0%,3%,
Brc1ccc(-c2nnc(-c3ccccc3)o2)o1,71%,5%,-19%,1.1%,7%,
CCOC(=O)c1cc(-c2ccc(Cl)s2)[nH]n1,31%,0%,-2%,i,1%,
COc1ccc(/C=C/C(=O)NCCOc2ccccc2OC)cc1,69%,-7%,6%,0.6%,-9%,
CC(=NCc1ccc2c(c1)OCO2)c1c(O)n(-c2ccccc2)c(=O)[nH]c1=O,-1%,-2%,8%,0.8%,-2%,
Cc1ccc(C(=O)N2CCN=C2SCc2ccc([N+](=O)[O-])cc2)cc1C,29%,4%,6%,4.5%,-5%,
COc1cc2c(cc1/C=C/C(=O)O)OC(C)C2 (stereo not given),-9%,2%,-3%,i,-1%,
CC(=O)Nc1ccc(S(=O)(=O)Nc2nc3ccccc3nc2Nc2ccc(C(=O)O)c(O)c2)cc1,-13%,7%,3%,3.9%,/,
CCN1CCN(c2ccc(S(=O)(=O)N3CCCCC3)cc2N)CC1,-1%,2%,-1%,0.1%,/,
COCCNC(=O)C1(C)Oc2ccccc2NC1=O (stereo not given),-5%,-1%,-3%,1.7%,-2%,
Cc1ccc(N2C(=O)c3ccc(C(=O)N4CCN(c5cccc(C)c5C)CC4)cc3C2=O)cc1,8%,-1%,-8%,i,-16%,
CC(C)CCNC(=S)Nc1ccc(F)cc1,?,5%,-5%,0.5%,8%,
COc1ccc2nc(SCC(=O)NCCc3ccccc3)[nH]c2c1,19%,-2%,3%,2.5%,0%,
NC(=O)NC(=O)CN1C(=O)NC2(CCOc3ccccc32)C1=O (stereo not given),1%,-11%,-7%,0.9%,14%,
CCOC(=O)c1c(NC(=O)c2cc(C(C)C)on2)sc(C(C)=O)c1C,-10%,-2%,13%,1.0%,-2%,
Cc1nc2ncnn2c(N2CCC(C(=O)NCC3CCCO3)CC2)c1Cc1ccccc1 (stereo not given),0%,-6%,0%,i,-7%,
CCCCCCCCCCCCC(NC(C)=O)(C(=O)OCC)C(=O)OCC,0%,-8%,9%,i,6%,
NC(=O)C1CCCN1 (stereo not given),/,-13%,-2%,0.2%,6%,
O=C(NC1CC1)C1CCN(C2CCN(C(=O)CC3=CCCCC3)CC2)CC1,-4%,-4%,1%,0.7%,1%,
CC(=O)c1cccc(NC(=O)C2CCCN(S(=O)(=O)c3cccc4nonc34)C2)c1 (stereo not given),-4%,6%,4%,i,-9%,
COc1cccc2c3c(c(C)nc12)CCN3c1ccccc1,-13%,-6%,-1%,1.4%,11%,
CCOC(=O)C1=C(COC(=O)/C=C/c2cccc(F)c2)NC(=O)NC1C (stereo not given),2%,-4%,4%,i,/,
O=C1c2cccnc2C(O)N1Cc1ccc(F)cc1 (stereo not given),-2%,11%,1%,i,-6%,
Cn1cccc1-c1cc(C(=O)N/N=C/C=C/c2ccccc2)[nH]n1,47%,4%,?,10%,-27%,
O=C(Cc1c(F)cccc1Cl)Nc1ccccc1-c1ccccc1,28%,-18%,14%,4.6%,-1%,

# Molecules shown so far that have a Cl atom:
SMILES,tuberculosis growth,influenza NS1A,M. tuberculosis HTS,inhibitors of VEEV,Salmonella PhoP GFP,others
CCOC(=O)c1cc(-c2ccc(Cl)s2)[nH]n1,31%,0%,-2%,i,1%,
O=C(Cc1c(F)cccc1Cl)Nc1ccccc1-c1ccccc1,28%,-18%,14%,4.6%,-1%,

# Next compounds.
SMILES,tuberculosis growth,influenza NS1A,M. tuberculosis HTS,inhibitors of VEEV,Salmonella PhoP GFP,others
O=C(CN(Cc1ccccc1)C(=O)CSc1nnc(COc2ccccc2)o1)NC1CCCC1,3%,11%,1%,i,3%,
COc1cccc2cc(-c3csc(CCn4nc(C)cc4C)n3)c(=O)oc12,35%,-3%,0%,9.8%,-2%,
CNc1nc(Nc2ccc(Br)cc2)nc(N)c1[N+](=O)[O-],-13%,7%,-4%,i,-6%,
COc1cc(OC)cc(-c2nnc(NC(=O)c3ccc4c(c3)OCCO4)o2)c1,?,-2%,60%,4.2%,-11%,
Fc1ccccc1CSc1nnc(-c2ccccc2)o1,?,-14%,6%,1.6%,2%,
C(=N\Nc1ccc2ccccc2n1)/c1ccc2c(c1)OCO2,24%,10%,?,4.0%,-14%,
COC(=O)c1ccc(-n2c(C)cc(C(=O)CSc3cccc[n+]3[O-])c2C)cc1,18%,-2%,12%,4.0%,-11%,

# Fetched one by one from the entries so far (three):
SMILES,tuberculosis growth,influenza NS1A,M. tuberculosis HTS,inhibitors of VEEV,Salmonella PhoP GFP,others
NC(=O)C1CCCN1 (stereo not given),/,-13%,-2%,0.2%,6%,
O=C(NC1CC1)C1CCN(C2CCN(C(=O)CC3=CCCCC3)CC2)CC1,-4%,-4%,1%,0.7%,1%,
O=C(Cc1c(F)cccc1Cl)Nc1ccccc1-c1ccccc1,28%,-18%,14%,4.6%,-1%,

# An excerpt from above in order of heavy-atom count, largest number first.
SMILES,tuberculosis growth,influenza NS1A,M. tuberculosis HTS,inhibitors of VEEV,Salmonella PhoP GFP,others
O=C(CN(Cc1ccccc1)C(=O)CSc1nnc(COc2ccccc2)o1)NC1CCCC1,3%,11%,1%,i,3%,
COC(=O)c1ccc(-n2c(C)cc(C(=O)CSc3cccc[n+]3[O-])c2C)cc1,18%,-2%,12%,4.0%,-11%,
Fc1ccccc1CSc1nnc(-c2ccccc2)o1,?,-14%,6%,1.6%,2%,
